# bub3: NCI yeast anticancer drug screen, S. cerevisiae bub3 mutant strain; % growth inhibition at 50 µM; 78,000 compounds, 9.9% hits;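 further: 0% = growth of vehicle-only cultures of the same strain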
#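 Part of a panel of yeast mutants defective in DNA damage repair or cell cycle regulation. Each strain is grown with compound, and inhibition is calculated relative to solvent-treated cultures.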
# rad50: NCI yeast anticancer drug screen, S. cerevisiae rad50 strain; growth inhibition, % at 50 µM; 79,000 compounds, 10% hits; AID 155;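 further: 0% = growth of vehicle-only cultures of the same strain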
#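 DNA repair mutant yeast, compound exposure, growth read-out; inhibition is taken relative to vehicle.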
# mlh1 rad18: NCI yeast anticancer drug screen, S. cerevisiae mlh1 rad18 strain. % growth inhibition at 50 µM. 79,000 compounds, 11% hits;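 further: 0% = growth of vehicle-only cultures of the same strain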
#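 Test agents were incubated with a yeast strain of defined genotype (DNA damage repair defect). Inhibition of growth was derived by comparison with vehicle-exposed cultures.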
# yeast mec2-1: NCI yeast anticancer drug screen, S. cerevisiae mec2-1 strain. 79,000 compounds, 9% hits. growth inhibition, % at 50 µM. AID 157;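 further: 0% = growth of vehicle-only cultures of the same strain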
#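 Mutant yeast (mec2-1) grown with compound; growth inhibition relative to vehicle control reported.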
# sgs1 mgt1: NCI yeast anticancer drug screen, S. cerevisiae sgs1 mgt1 strain; growth inhibition, % at 50 µM; 78,000 compounds, 10% hits;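 further: 0% = growth of vehicle-only cultures of the same strain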
#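 This yeast growth screen uses a strain with defined DNA-repair lesions; compound-treated growth is compared with vehicle-treated growth.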
# yeast cln2 rad14: NCI yeast anticancer drug screen, S. cerevisiae cln2 rad14 strain. growth inhibition, % at 50 µM. 78,000 compounds, 8.3% hits;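 further: 0% = growth of vehicle-only cultures of the same strain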
#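 Yeast carrying cln2 and rad14 alterations (cell cycle control and DNA damage repair) were exposed to compounds. Growth inhibition was measured against vehicle-treated controls.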
# * hit, by the source's call; & = joins results of further samples. No stated cut-off is given here; in the data, active means growth inhibition above about 70%; inactive means the rest.
SMILES,bub3,rad50,mlh1 rad18,yeast mec2-1,sgs1 mgt1,yeast cln2 rad14
C/C(=C\c1ccccc1)C(=O)C1C(c2ccccc2)CC(=O)C(C)C1c1ccccc1 (stereo not drawn),0,-4,2,-12,-27,-36
CSc1nc2ccc(NCn3c(=O)sc4cc(Br)ccc43)cc2s1,66,1,42,39,5,31
O/N=C(/CN1CCN(c2ccccc2)CC1)c1ccccc1,13,45,-4,-14,11,-68
CC1(C)CCCc2c(-c3ccccc3)cc3c4ccccc4cc[n+]3c21,-5,-8,-14,-6,-15,-22
CC(=O)Nc1c([N+](=O)[O-])cc(F)cc1[N+](=O)[O-],-23,-13,11,-20,-11,-32
CCCCCCCCCCCC(=O)N(CCOC(=O)c1ccco1)CCOC(=O)c1ccco1,98*,99*,99*,99*,99*,99*
NCCCCNCCCN1CCOC1=O,-5,8,0,-10,-25,-1
N#C/C(=C\c1ccccc1[N+](=O)[O-])C(=O)O,-19,36,4,0,23,17
S=c1c2cn[nH]c2nc2scc(-c3ccc(Cl)cc3)n12,49,45,31,50,66,34
CC1CN=C(N(C(=O)Nc2ccc(Cl)c(Cl)c2)c2ccccc2)S1 (stereo not drawn),-3,-47,-3,4,-6,24
COc1ccc(C(=O)CCC(=O)O)c(O)c1,-4,-3,-11,1,-13,-11
O=C(CNC(=O)C(CO)NC(=O)OCc1ccccc1)OCc1ccccc1 (stereo not drawn),0,12,4,3,9,4

# Rewritten as tab-separated lines: entries from further up
smiles	bub3	rad50	mlh1 rad18	yeast mec2-1	sgs1 mgt1	yeast cln2 rad14
CSc1nc2ccc(NCn3c(=O)sc4cc(Br)ccc43)cc2s1	66	1	42	39	5	31
O=C(CNC(=O)C(CO)NC(=O)OCc1ccccc1)OCc1ccccc1 (stereo not drawn)	0	12	4	3	9	4

# Later entries
SMILES,bub3,rad50,mlh1 rad18,yeast mec2-1,sgs1 mgt1,yeast cln2 rad14
CCCOC(CCC(=O)NC(C)(C)C)CC(=O)NC(C)(C)C (stereo not drawn),1,6,-10,5,7,4
COC(=O)NCP(=O)(CNC(=O)OC)CNC(=O)OC,-4,14,11,1,-1,9
COC(=O)C1=C(O)C(O)=C(C(=O)OC)C1,-10,-14,-6,-22,3,5
C=CCC1SC(N)=NC1=O (stereo not drawn),0,10,-4,-12,-12,-5
NNC(=O)c1cccc([N+](=O)[O-])c1,-1,-11,5,-31,7,13
COc1cc2c(c(O)c1C)C(=O)CC(c1ccccc1)O2 (stereo not drawn),-4,15,12,-46,16,2
COC(=O)C(Cc1ccccc1)NC(=O)C(CSCc1ccccc1)NC(=O)OCc1ccccc1 (stereo not drawn),4,4,32,6,2,16
O/C(C=Nc1ccccc1)=C\C=C\Nc1ccccc1,-23,12,7,-16,4,14
Cc1nc(N)nc(C)c1N=Nc1cccc(Cl)c1,22,2,4,12,9,-33
O=C1CCC(=O)N1n1c(Cc2ccc(Cl)cc2)n[nH]c1=O,13,17,-45,8,19,5
CC1=NN2C(c3ccc(C)cc3)=CSC2=NC(C)(C)C1,5,21,-1,-1,2,20
COC(=O)CNC(=O)C1CSC(C)(C)N1C=O (stereo not drawn),48,-5,-6,-10,10,2
CC(=O)Nc1ccc(Cl)cc1C(=O)O,5,8,-6,-10,-1,1
O=c1[nH]cc(Cl)cc1[N+](=O)[O-],-18,11,2,4,-1,2
CC1(C(O)(c2ccccc2)c2ccccc2)CC1(c1ccccc1)c1ccccc1 (stereo not drawn),1,-21,-2,-2,-11,-8
Nc1cccc(CNC(=O)COc2ccc(Cl)cc2C(=O)O)c1,18,-1,10,14,-3,-8
C[N+]1(CCC[N+]2(C)CC3C4CCCCC4=C4CCCCC4C3C2)CCOCC1 (stereo not drawn),-3,4,25,7,-2,-8
Cc1cc(O)c(C)c(C)c1N=Nc1ccccc1,64,56,88*,6,58,17
C=C1C(=O)OC2/C=C(\C)CC/C=C(/C=O)C(OC(=O)C(C)C)C(O)C12 (stereo not drawn),-42,-12,-32,-55,18,-7
CSc1nc(NC2OC(CO)C(O)C(O)C2O)c(Cl)c(=O)n1C (stereo not drawn),35,-8,1,3,18,24
COCCC(=O)SCc1ccccc1,-16,10,1,-45,-9,-36
O=C1c2ccc(O)cc2C(=O)c2c(O)ccc(O)c21,29,71*,69,49,77*,51
COc1c([N+](=O)[O-])cc2c(c1C)OCOC2,-13,5,-3,14,-4,-24
Cc1cc2nc(N(C)C)cc(N(C)C)c2cc1C,0,-2,21,6,17,-13
COC(=O)C(CC(=O)[C@H]1CC[C@H]2[C@@H]3CC=C4C[C@@H](OC(C)=O)CC[C@]4(C)[C@H]3CC[C@]12C)OC (stereo partly drawn),-22,12,9,9,15,2
CC(CCCC#N)[N+](=O)[O-] (stereo not drawn),-4,-3,-3,-5,0,7
CC(=O)OCC(OC(C)=O)C(OC(C)=O)C(OC(C)=O)C1OC(=O)C(OC(C)=O)C1OC(C)=O (stereo not drawn),-1,0,10,-12,4,2
COC(=O)C(C)N(C)C(=O)[C@H](CC(N)=O)N(C)C(=O)[C@@H]1CCCN1C(=O)[C@H](C(C)C)N(C)C(=O)C(C(C)C)N(C)C(=O)[C@@H](NC(=O)OC(C)(C)C)C(C)C (stereo partly drawn),-6,-18,-10,-18,-20,10
CN(C)c1ccc(Cc2c[nH]c3ccccc3c2=O)cc1,25,8,10,13,19,12
O=Cc1ccccc1B(O)O,99*,99*,99*,100*,99*,96*
N#CC1C(C#N)C2CCC1C1N=NN(c3ccccc3)C21 (stereo not drawn),18,-16,-29,-12,-11,-19
CC(C)Nc1ncnc2[nH]ncc12,6,36,23,3,14,-24
CCOC(=O)CNC(=O)N(C)C,5,19,19,13,-4,7
CC/C(C)=N/NS(C)(=O)=O,-45,13,-11,-8,0,2
CN(C)CCCC(=O)OCC[N+](C)(C)C,14,-39,-12,-8,-11,64
CCC(C)OC(=O)Nc1cccc(Cl)c1 (stereo not drawn),1,83*,79*,24,80*,15

# A different layout for two compounds above:
SMILES	bub3	rad50	mlh1 rad18	yeast mec2-1	sgs1 mgt1	yeast cln2 rad14
COC(=O)C(CC(=O)[C@H]1CC[C@H]2[C@@H]3CC=C4C[C@@H](OC(C)=O)CC[C@]4(C)[C@H]3CC[C@]12C)OC (stereo partly drawn)	-22	12	9	9	15	2
CC(CCCC#N)[N+](=O)[O-] (stereo not drawn)	-4	-3	-3	-5	0	7

# (listing goes on)
SMILES,bub3,rad50,mlh1 rad18,yeast mec2-1,sgs1 mgt1,yeast cln2 rad14
CCCCCNC(CC(N)=O)C(=O)O (stereo not drawn),0,-11,21,10,-10,-10
C=CC1=C(C)C2=NC1=CC1=NC(=C(CC)/C1=C\O)C=C1N=C3C(=C1C)C(=O)[C@H](C(=O)OC)C3=C1NC(=C2)[C@@H](C)[C@@H]1CCC(=O)O,-4,-20,-16,1,4,9
CCOC(=O)CC(=O)C1CCCCC1,-6,-4,-9,-8,-7,-21
CC(C)(C)OC(=O)[N+](=N)C(=O)C1CCC(=O)N1C(=O)OCc1ccccc1 (stereo not drawn),-2,-28,-20,-34,-23,-11
COc1ccc(NC(=O)/C(=C/N2C(=O)/C(=C\C(C)=C\c3ccccc3)SC2=S)C(C)=O)cc1,20,-15,10,10,13,-6
CCCCCSC(CC(=O)O)C(=O)O (stereo not drawn),-5,8,5,-1,-10,6
Cc1cc(C)[nH]c(=S)n1,-44,12&-17,-19&-1,-7&-20,1,7
CC(C)(C)OC(=O)C(=[N+]=[N-])C(=O)OC(C)(C)C,-7,9,18,2,2,-28
CN1CCC(CN)(c2ccccc2)CC1,10,14,11,15,0,-6
COC(=O)CCCCCCCCC(C)C(C)=O (stereo not drawn),-45,-35,-32,-30,-16,-12
COc1ccc(N2C(=O)C3c4[nH]c5ccccc5c4C4CCCCCCCC4C3C2=O)cc1 (stereo not drawn),-18,7,-23,-24,16,-46
NCCS/C=C/C(=O)Oc1ccc(Br)cc1,-10,35,54,1,12,-1

# A stretch of the results above, for reference:
SMILES,bub3,rad50,mlh1 rad18,yeast mec2-1,sgs1 mgt1,yeast cln2 rad14
COc1ccc(N2C(=O)C3c4[nH]c5ccccc5c4C4CCCCCCCC4C3C2=O)cc1 (stereo not drawn),-18,7,-23,-24,16,-46
NCCS/C=C/C(=O)Oc1ccc(Br)cc1,-10,35,54,1,12,-1

# Ordered by formula weight (rising): 6 of the compounds above.
SMILES,bub3,rad50,mlh1 rad18,yeast mec2-1,sgs1 mgt1,yeast cln2 rad14
CCOC(=O)CC(=O)C1CCCCC1,-6,-4,-9,-8,-7,-21
CCCCCNC(CC(N)=O)C(=O)O (stereo not drawn),0,-11,21,10,-10,-10
CN1CCC(CN)(c2ccccc2)CC1,10,14,11,15,0,-6
CC(C)(C)OC(=O)C(=[N+]=[N-])C(=O)OC(C)(C)C,-7,9,18,2,2,-28
CC(C)(C)OC(=O)[N+](=N)C(=O)C1CCC(=O)N1C(=O)OCc1ccccc1 (stereo not drawn),-2,-28,-20,-34,-23,-11
C=CC1=C(C)C2=NC1=CC1=NC(=C(CC)/C1=C\O)C=C1N=C3C(=C1C)C(=O)[C@H](C(=O)OC)C3=C1NC(=C2)[C@@H](C)[C@@H]1CCC(=O)O,-4,-20,-16,1,4,9

# (list continues)
SMILES,bub3,rad50,mlh1 rad18,yeast mec2-1,sgs1 mgt1,yeast cln2 rad14
C/C=C(C)/C=C/C=C(C)C,-2,-7,-1,-14,-2,3
COC(=O)C1CC(C(=O)OC)c2nc3cc(C)c(C)cc3nc21 (stereo not drawn),12,-28,17,8,4,33
O=C1/C(=C/c2ccc(O)cc2)CC/C1=C\c1ccc(O)cc1,-40,-7,-21,-32,-27,-6
CCC1(C)CCC(C)(CC)c2c1cc([N+](=O)[O-])c(C)c2[N+](=O)[O-] (stereo not drawn),35,3,-8,-10,-13,17
CCOC(=O)C(NC(=O)c1ccccc1)(N1CCN(c2cc3c(cc2F)c(=O)c(C(=O)O)cn3C2CC2)CC1)C(F)(F)F (stereo not drawn),-16,75*,-2,3,-4,18
Cc1cccc(C)c1C1=NCCN1,-17,4,2,-9,-9,-39
CC(C)CN(CC(C)C)CN1C(=O)/C(=C/c2ccc([N+](=O)[O-])cc2)SC1=S,41,63,71*,40,68,47
CCOC(=O)[C@H]1C(CC)=NOC1C (stereo partly drawn),4,10,2,13,3,-28
OCCSCc1ccccc1,-14,30,-1,0,-6,7
CC1C(=O)C23OC[C@@]1(C)C1(O)CC[C@@H](C)[C@]21CC3=O (stereo partly drawn),-34,8,-42,-30,-33,20
Cc1ccc(S(=O)(=O)OCC(c2ccc(Cl)cc2)c2ccccc2Cl)cc1 (stereo not drawn),-1,15,2,2,4,11
COC(=O)C(NC(=O)C(C)NC(=O)C1CCCN1C(=O)CNC(=O)C(CO)NC(=O)C(NC(=O)OCc1ccccc1)C(C)O)C(C)O (stereo not drawn),-8,3,11,-6,-5,-10
N#CC[N+]1(Cc2ccccn2)CCCC1,-2,-4,-8,-2,-14,6
COc1cc(C(NC(N)=O)c2cc3c(cc2O)OCO3)cc(OC)c1O (stereo not drawn),12,-1,4,0,-12,-21
O=C(c1ccccc1)c1ccc(Cl)c(Cl)c1,7,-5,-8,-23,2,-55
CCCC1C/C=C/C=C/C=C/C=C/C(OC2OC(C)C(O)C(N)C2O)CC(O)C(C(=O)O)C(O)CC(=O)CC(O)CCCC(=O)CC(O)C(CC)C(=O)O1 (stereo not drawn),23,30,31,-10,23,23
O=S(=O)(Cc1ccccc1)c1ccccc1,-18,5,24,1,2,-1

# Compounds as they come; any-hit rate near 14%.
